Screening results: PubChem, Columbia University Molecular Screening Center
mHtt clearance = compounds clearing mutant huntingtin protein. HeLa Exon1htt(103Q)mCFP, aggregate imaging; zero = plate's median compound well. inhibition, % at 1.5 µM. actives 0.42% (n = 47,000);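 active means inhibition of aggregate fluorescence above about 70%, also judged a hit by eye on the cell image, limit read from the data, passing the limit was not always enough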;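 further: cells exposed to compound for three days before fixation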
mHtt clearance grain fraction = also measured in mHtt clearance; calls as there; fraction fluorescence in grains; measured here: aggregate grain fluorescence fraction; hits give low values;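 scaled fraction of total cell fluorescence in grains with unit not stated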
The depositor's hits bear a star. Not all compounds are listed; count on the stated rates, not on these rows.

SMILES	mHtt clearance	mHtt clearance grain fraction
O=C1C2C3C=CC([C@@H]2C(=O)N1C1CCCCC1)[C@H]1C(=O)N(C2CCCCC2)C(=O)C31 (stereo partly specified)	3	38
NS(=O)(=O)c1ccc(CNC(=O)NC23CC4CC(CC(C4)C2)C3)cc1	25	15
Cn1c(C(=O)N2CCCC(C(=O)N3CCN(C(=O)c4ccco4)CC3)C2)cc2sccc21 (stereo unspecified)	56	20
CCCS(=O)(=O)N1CCCC(C(=O)NCCN(CC)CC)C1 (stereo unspecified)	-21	25
CC(=O)c1cn(CC(=O)Nc2ccccc2C)c2ccccc12	5	37
O=C1c2cccnc2C(Nc2ccccc2)N1Cc1ccco1 (stereo unspecified)	-496	189
COc1cc(C2N(c3ccccn3)C(=O)C3CCCN32)cc(OC)c1OC (stereo unspecified)	-2	32
O=C(CN(C1CCCCC1)S(=O)(=O)c1ccc(F)cc1)NC1CC1	35	14
CCOC(=O)c1cnn(CCOC(=O)C2CC2)c1NC(=O)C1CC1	32	25
COc1ccc(/C(N)=N/OC(=O)CSc2ccccc2)cc1	28	14
O=C(O)CCNC(=O)c1cncc(Br)c1	30	12
Cc1cc(O)c(NC(=O)c2ccco2)cc1C	-24	23
COc1cc(=O)n(C)c2cc(N(C)C)ccc12	1	19
COc1cc([C@H]2[C@@H]3CCCC[C@]3(O)CCN2CC(=O)Nc2ccc(C)cc2C)ccc1O	12	35
O=c1c2oc3ccccc3c2ncn1Cc1ccccc1F	15	30
COc1ccc(/C=N/n2cnnc2SCCO)cc1OC	-11	45
CCOC(=O)C(CCCOc1cccc(CC)c1)C(=O)OCC	35	10
Cc1cc2nn(-c3cccc4ccccc34)nc2cc1N	20	16
CCOC(=O)c1ccc(NC(=O)CC2COc3ccccc3O2)cc1 (stereo unspecified)	-20	21
CCOC(=O)C1CCCN(C(=O)c2cc(-c3ccc(C)cc3)on2)C1 (stereo unspecified)	-110	35
COc1ccccc1CNc1ccc(N2CCOCC2)c(C(=O)O)c1	-43	27
CC(C)(C)n1nnnc1C(c1cccs1)N(Cc1ccccc1)Cc1ccco1 (stereo unspecified)	34	13
CC(C)(C)c1csc(NC(=O)Cn2c(=O)oc3ccccc32)n1	13	18
Cc1cc(NC(=O)C2C3C(=O)N(Cc4ccc(Cl)cc4)C(C(=O)NC(C)(C)C)C34C=CC2(C)O4)no1 (stereo unspecified)	46	19
COc1ccc(CCNC(=O)CN(c2ccc(C)cc2)S(=O)(=O)c2c(C)noc2C)cc1OC	28	21
CCCC(=O)Nc1nnc(-c2ccco2)s1	10	30
CCN1CCN(c2c(Cl)cccc2NC(=O)c2ccc3c(c2)OCCO3)CC1	8	43
CCOC(=O)N1CCN(C(=O)c2oc(=O)c3ccccc3c2-c2ccc(C)cc2)CC1	34	24
CCOC(=O)c1c(NC(=O)CSc2nnc(C)s2)sc2c1CCC(CC)C2 (stereo unspecified)	-63	32
COc1ccc(-n2c(C)c(C(C)=O)c(C(C)=O)c2C)cc1	35	21
O=C(O)c1cc2nc3c(c(C(F)(F)F)n2n1)CCc1ccccc1-3	22	31
Cc1nc2nc(C)c(CCC(=O)N3CCOCC3)c(C)n2n1	49	17
O=C(CN1CCN(S(=O)(=O)c2ccccc2)CC1)NC(=O)NCc1ccccc1	-30	38
CC1CCCC(C)N1C(=O)c1cccc2c1-c1ccccc1/C2=N/O (stereo unspecified)	11	19
CCC(=O)NCCCCCCNC(=O)CC	-60	34
CCOC(=O)C(C)Sc1nnc(CNC(=O)c2ccc(OC)cc2)n1C1CCCCC1 (stereo unspecified)	-15	44
CC1Cc2nc(SCC(=O)N3CCN(c4ccccc4)CC3)n(CCc3ccccc3)c(=O)c2S1 (stereo unspecified)	35	23
CCOC(=O)C1=C(C)NC2=C(C(=O)CCC2)C1c1ccsc1 (stereo unspecified)	-12	22
CCOC(=O)c1ccccc1NC(=O)CSc1ccccc1	-3	20
CC(C)(CSc1nncn1N)NS(=O)(=O)c1ccc(Cl)cc1	12	14
O=C(Nc1cc(C(F)(F)F)ccc1N1CCCCC1)c1cccc([N+](=O)[O-])c1	41	18
Cn1c(/N=C/c2ccc3c(c2)OCO3)nc2ccccc21	1	33
CCCC1CC(c2csc(N)n2)CCO1 (stereo unspecified)	17	26
CC1CN(c2oc(Cc3cccc4ccccc34)nc2C#N)CC(C)O1 (stereo unspecified)	-13	49
O=C(c1cccs1)N1CCCc2ccccc21	-23	23
CCOC(=O)N1CCN(C(=O)c2ccc3nc(N4CCC(C)CC4)sc3c2)CC1	-26	43
O=C1c2ccccc2NC(c2ccc3c(c2)OCO3)N1O (stereo unspecified)	-45	53
O=C(NCc1ccccc1)/C(NC(=O)c1ccccc1)=C(/Sc1ccccn1)c1ccccc1	28	15
CCOC(=O)c1c2c(n(C)c1C)C(=O)C(=O)c1ccc(Br)cc1-2	-15	22
COc1ccc(S(=O)(=O)NC2CCCCC2)cc1C	-14	22

Other structures
SMILES	mHtt clearance	mHtt clearance grain fraction
O=C(CC(C(=O)O)C1CCCO1)Nc1cccc(C(F)(F)F)c1 (stereo unspecified)	-68	67
Cn1ccnc1-c1nc2ccccc2[nH]c1=O	64	16
Cc1cc(C)nc(SCNC(=O)c2ccc(Cl)cc2)n1	19	13
CCCCCNC(=O)c1ccc2c(=O)n(CC3CCCO3)c(=O)[nH]c2c1 (stereo unspecified)	3	30
CCN(CC)CCn1c(O)c(N=O)c2ccccc21	-14	38
Cc1nc(SCc2cccc(Oc3ccccc3)c2)n[nH]1	-207	110
CCCC1Cc2nc(N3CCCCC3)c(C#N)cc2CO1 (stereo unspecified)	-46	27
O=C(CN(CC1CCCO1)S(=O)(=O)c1ccc(S(=O)(=O)NC2CC2)cc1)Nc1ccccc1 (stereo unspecified)	-11	21
Cc1cc(Oc2ccc(Cl)cc2)nc(-c2ccccc2O)n1	1	19
CC1=C(C(=O)OCc2ccc3c(c2)OCO3)C(c2ccc(F)cc2)NC(=O)N1 (stereo unspecified)	52	18
O=C(NCc1ccc(N2CCCC2=O)cc1)Nc1cccc(Cl)c1	5	17
COc1ccc(Cl)cc1NC(=O)C12CCC(C)(C(=O)O1)C2(C)C (stereo unspecified)	-13	42
Cc1nc2sc(C(c3cccc(F)c3)N3CCCCC3)c(O)n2n1 (stereo unspecified)	0	19
O=C(c1cc(-c2ccc(Cl)cc2Cl)on1)N1CCOCC1	43	11
CC(C)CC(NC(=O)C(CC(C)C)NC(=O)OC(C)(C)C)C(=O)O (stereo unspecified)	34	24
COC(=O)c1cc(NC(=O)CCc2c(C)nc3ncnn3c2C)cc(C(=O)OC)c1	0	31
COc1ccc(CCN(Cc2nc3ccccc3c(=O)[nH]2)C(=O)c2ccco2)cc1	6	28
O=C1c2ccccc2C(O)N1Cc1ccccc1 (stereo unspecified)	-14	36
COCCCN1CN(S(=O)(=O)c2ccc(Cl)cc2)c2nc3ccccc3nc21	-18	48
COc1ccc(CCNC(=O)CN(c2ccccc2OC)S(C)(=O)=O)cc1	1	16
CCCCNCc1cccn1-c1ccccc1	28	13
CCC(=O)N1CCc2cc(S(=O)(=O)NCCC(=O)N3CC=C(c4ccccc4)CC3)ccc21	62	15
CCCNS(=O)(=O)c1ccc(C(=O)NCC2CCCO2)cc1 (stereo unspecified)	44	9.4
COc1ccc(-c2nc(-c3ccccc3)nc(N3CCN(C)CC3)c2C#N)cc1	29	27
O=C(Nc1ccc(N2CCN(C(=O)c3ccccc3)CC2)cc1)c1ccc(Br)o1	56	17
COCCn1c(-c2ccc(OC)cc2)cnc1SCC(=O)Nc1cc(C)on1	-8	37
COC(=O)c1cc2oc(C)cc2n1CC(=O)N1CCCc2ccccc21	38	23
CCN1CCN(CCNC(=O)c2ccc(CS(=O)(=O)c3c(Cl)cccc3Cl)o2)CC1	67	17
COC(=O)C1C(c2ccccc2)C(C(=O)N2CCN(C)CC2)C1c1ccccc1 (stereo unspecified)	21	29
COc1ccc(CNC(=O)C(c2ccco2)N(Cc2cccs2)C(=O)Cc2cccs2)cc1 (stereo unspecified)	5	18

12 compounds already listed, arranged by number of heavy atoms, ascending:
SMILES	mHtt clearance	mHtt clearance grain fraction
CCCCNCc1cccn1-c1ccccc1	28	13
O=C1c2ccccc2C(O)N1Cc1ccccc1 (stereo unspecified)	-14	36
O=C(c1cc(-c2ccc(Cl)cc2Cl)on1)N1CCOCC1	43	11
CCCNS(=O)(=O)c1ccc(C(=O)NCC2CCCO2)cc1 (stereo unspecified)	44	9.4
COc1ccc(Cl)cc1NC(=O)C12CCC(C)(C(=O)O1)C2(C)C (stereo unspecified)	-13	42
CC(C)CC(NC(=O)C(CC(C)C)NC(=O)OC(C)(C)C)C(=O)O (stereo unspecified)	34	24
COC(=O)c1cc2oc(C)cc2n1CC(=O)N1CCCc2ccccc21	38	23
COc1ccc(CCNC(=O)CN(c2ccccc2OC)S(C)(=O)=O)cc1	1	16
COCCn1c(-c2ccc(OC)cc2)cnc1SCC(=O)Nc1cc(C)on1	-8	37
O=C(Nc1ccc(N2CCN(C(=O)c3ccccc3)CC2)cc1)c1ccc(Br)o1	56	17
COc1ccc(CCN(Cc2nc3ccccc3c(=O)[nH]2)C(=O)c2ccco2)cc1	6	28
CCC(=O)N1CCc2cc(S(=O)(=O)NCCC(=O)N3CC=C(c4ccccc4)CC3)ccc21	62	15

Next part:
SMILES	mHtt clearance	mHtt clearance grain fraction
c1coc(C2Nc3ccccc3C3OCCC23)c1 (stereo unspecified)	-39	55
Cc1ccc(C(C)NC(=O)c2cc(C)oc2C)cc1 (stereo unspecified)	12	18
CC(=O)N1CCc2cc(S(=O)(=O)CCC(=O)N3CCN(C(=O)c4ccco4)CC3)ccc21	11	18
Cn1nc(-c2ccc(N3CCOCC3)c(NS(=O)(=O)c3ccccc3)c2)c2ccccc2c1=O	-105	33
COc1ccccc1NC(=O)CN1CCCCC1	-33	23
COc1ccccc1Nc1nc(-c2sc(NC(=O)C(C)(C)C)nc2C)cs1	10	35
CC1CCN(CCCNC(=O)c2n[nH]c(=O)c3ccccc23)CC1	53	16
O=C(Nc1ccccc1)NC1(C(=O)NCc2ccco2)CCCCC1	-31	27
COc1ccc(OC)c(NC(=O)Cc2coc3cc(C)cc(C)c23)c1	-40	22
O=C(CSCCSCC(=O)c1ccco1)c1ccco1	43	26
C=CCn1c(SCC(=O)NCc2ccccc2)nnc1-c1ccccc1O	-13	22
CC(C(N)=O)N1C(=O)C2C3C=CC(C3)C2C1=O (stereo unspecified)	-9	48
CCCNC(=O)C(=O)NCCC1=CCCCC1	26	29
COc1ccc(NC(=O)c2cccs2)cc1O	5	34
CC(C)(C)C1CCc2c(sc(NC(=O)CSc3ncn[nH]3)c2C#N)C1 (stereo unspecified)	-65	31
O=C(CCS(=O)(=O)c1ccc(Br)s1)NCc1ccccc1	-41	26
CCOc1ccc(C2N(c3ccc(F)cc3)C(=O)C3CCCN32)cc1OC (stereo unspecified)	53	19
CCN(CC)C(=O)c1sc2nc(N3CCOCC3)c3c(c2c1N)CCCC3	36	15
CCOC(=O)c1ccc(NCn2c(=O)oc3ccccc32)cc1	-10	19
CCC/C(O)=C1\C(=O)CC(C)(C)CC1=Nc1ccc(OC)cc1OC	-249	71
CN(C)S(=O)(=O)c1ccc(C(=O)OCC(=O)NC(=O)NCc2ccccc2)cc1	40	11
O=C(CSc1c(Cl)cccc1Cl)N1CCC(c2nc3ccccc3s2)CC1	-39	30
O=C(Nc1ccccn1)NC1CCS(=O)(=O)C1 (stereo unspecified)	0	17
CC1CCCC(C)N1/N=C/c1ccc(Cl)cc1 (stereo unspecified)	-24	25
O=C(O)CCc1n[nH]c(=S)[nH]c1=O	10	29
CCOC(=O)c1c(N)nn(C(=O)C(C)(C)C)c1-c1ccccc1	34	12
CCOc1ccc(NC(=O)CSc2nnc(-c3ccoc3C)n2CC2CCCO2)cc1 (stereo unspecified)	67	6.7
O=C(CSc1nnc(-c2ccccc2)o1)N1CCOCC1	-5	38
CCCNC(=S)Nc1ccc(Nc2ccccc2)cc1	14	26
OCCN1CCN(CC(O)COCc2ccc3c(c2)OCO3)CC1 (stereo unspecified)	-63	33
CC(C)C1C(C#N)=C(N)Oc2n[nH]c(C(C)(C)C)c21 (stereo unspecified)	60	14
O=C(Nc1ccccc1N1CCN(C(=O)c2ccc(Cl)cc2)CC1)c1cc(Br)ccc1Cl	-31	57
CCOc1ccc(Cn2nnc(C(=O)NCCc3ccc(Cl)cc3)c2N)cc1	56	20
CC(C)(C)n1nc2c(c1NC(=O)c1ccco1)CS(=O)C2 (stereo unspecified)	4	16
COc1ccc(C(=O)CSc2nnc(-c3ccccc3)o2)cc1	34	14
CCSc1nnc([C@H](Cc2ccccc2)NC(=O)OC(C)(C)C)o1	-11	31
CCN(CC)c1ccc(C=N/C(C#N)=C(\N)C#N)cc1	-167	105
COc1ccc(-c2noc(CN(C)S(=O)(=O)c3ccc(Cl)cc3)n2)cc1OC	27	15
O=C(Nc1ccc(Cl)cc1)N1CCC(c2nc(-c3ccc(F)cc3)no2)CC1	-6	36
CCOc1ccc2nc(NCCNS(=O)(=O)c3ccccc3)c(C#N)cc2c1	8	20
CCN1C(=O)OC2(CCCCC2)C1(C)O (stereo unspecified)	-35	24
CCOC(=O)NC1C=CS(=O)(=O)C1 (stereo unspecified)	11	18
CC(C)c1ccc(N2C(=O)[C@@H]3Cc4ccccc4CN3C2=O)cc1	-2	43
CCOC(=O)C1=c2/c(=C/c3ccccc3OC)c(N)c(C#N)n2C(=O)C(c2ccccc2OC)S1 (stereo unspecified)	30	16
